Screens (PubChem BioAssay)
RAD52 anneal inh = blocks human RAD52 DNA annealing; recombinant RAD52 DNA annealing, FRET fluorescence; 360,000 compounds, 0.46% hits; inhibition, % at 18.7 µM; P43351; AID 651710;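 active = every replicate showing at least 50% inhibition; inconclusive = mean inhibition at least 50% but not in every replicate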
CFTR F508del cor = CFTR F508del correction in bronchial cells; CFBE cells, YFP halide quenching; stimulated with forskolin plus potentiator P3; % fluorescence drop versus neutral controls; activity (quench increase), % at 7.58 µM; AID 720511; 350,000 compounds, 0.36% hits;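 active = mean added fluorescence quench of at least 8% versus neutral control, with both replicates also reaching 8%; inconclusive = only one of the mean or replicate conditions met; inactive = mean below 8% and not both replicates reaching 8%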;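 also: cells transiently co-express mutant CFTR-F508del with the halide-sensitive YFP; corrector assay measuring rescue of mutant channel to the surface after 24 h compound exposure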
E-sel inducer = induces E-selectin expression in human endothelial cells; 260,000 compounds, 0.37% hits; activation, % at 7.58 µM; HUVEC E-selectin immunofluorescence imaging; normalized: neutral wells 0, TNF-alpha wells 100; P16581;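 active = mean E-selectin-positive cell signal at least 10% of the positive control, reached in at least 60% of replicates, without over 20% cell loss; inconclusive = no rule given, readout overlaps actives, possibly toxicity-flagged; inactive = the rest, including those meeting only one limit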;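 also: in these data hits start at about 27%; measured in HUVEC primary endothelial cells; signal is the percent of cells scored E-selectin positive by PE staining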
Target sequence (P16581 whole entry, looked up): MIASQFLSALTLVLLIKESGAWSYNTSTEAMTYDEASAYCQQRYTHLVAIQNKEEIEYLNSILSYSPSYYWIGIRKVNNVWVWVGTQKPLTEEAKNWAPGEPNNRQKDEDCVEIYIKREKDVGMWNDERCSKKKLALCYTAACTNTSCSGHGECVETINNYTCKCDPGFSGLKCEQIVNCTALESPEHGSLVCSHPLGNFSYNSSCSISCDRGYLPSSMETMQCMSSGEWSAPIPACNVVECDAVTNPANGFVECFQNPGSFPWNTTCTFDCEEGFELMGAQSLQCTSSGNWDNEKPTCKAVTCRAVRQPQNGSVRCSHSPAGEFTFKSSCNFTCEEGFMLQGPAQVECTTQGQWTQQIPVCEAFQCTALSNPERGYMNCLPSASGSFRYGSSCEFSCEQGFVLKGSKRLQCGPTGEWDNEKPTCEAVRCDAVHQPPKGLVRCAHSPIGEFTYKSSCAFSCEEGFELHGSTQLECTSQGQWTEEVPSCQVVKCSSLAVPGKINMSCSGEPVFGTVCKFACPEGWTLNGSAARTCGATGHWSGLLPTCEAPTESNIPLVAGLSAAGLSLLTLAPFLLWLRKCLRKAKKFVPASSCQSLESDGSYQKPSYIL
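material = human umbilical vein endothelial cells (HUVEC), E-selectin induction | quantity = 3,000 cells/well | medium = EGM-2 growth medium on 0.1% gelatin-coated wells | technique = immunofluorescence imaging | read-out basis = % PE-positive cells | control set = TNF-alpha positive control, DMSO neutral control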
RAD54 inh = RAD54 (human) branch migration inhibition; inhibition, % at 10.4 µM; RAD54 Holliday junction branch migration, FAM/BHQ fluorescence; Q92698; 360,000 compounds, 0.14% hits;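 active = mean normalized replicate activity at least 40 and at least half of replicates scoring 40 or more; inconclusive = only one of the two criteria met; inactive = mean below 40 and under half of replicates reaching 40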;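 also: 0% = median of neutral control wells and 100% = median of positive control wells; inhibitors cause a drop in the FAM fluorescence signal; in these data hits start at about 50%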
GSIS activator = GLuc luminescence reporter in INS-1E cells, primary screen for activators of glucose-dependent secretion of insulin. INS-1E GLuc reporter insulin secretion, 2-3 h. activation, % at 16.6 µM. 370,000 compounds, 0.61% hits. AID 743287;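 active = lowest replicate activation of at least 40%, so every replicate reaches that level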;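 also: 0% = median of neutral control wells and 100% = median of IBMX positive control wells; some compounds called inactive have numbers as strong as hits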
Xi reactivation = reactivates the inactive X chromosome in mouse fibroblasts. XiGFP mouse fibroblasts, % GFP-positive cells imaging, 3 d; cells co-treated with 5-aza-dC sensitizer; scaled so ellipticine positive control = 100%. activation, % at 7.58 µM. 360,000 compounds, 0.055% hits. AID 743238;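 active = mean normalized replicate activation at least 10% and every replicate at or above 10%; inconclusive = only one of the two criteria met; inactive = mean below 10% and not all replicates reach 10%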;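 also: 0% = median of on-plate neutral control wells and 100% = ellipticine 6 µM median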
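Material: XiGFP fibroblasts, SV40-immortalized. Buffer or medium: DMEM plus 5-aza-dC sensitizer. Compound: single concentration per compound, delivered by pin transfer. Times: 3 days compound exposure. Controls: ellipticine 6 µM.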
CASP6 VEID inh = inhibitors of human caspase-6 | P55212 | purified caspase-6, Z-VEID-R110 cleavage fluorescence | inhibition, % at 12.5 µM | 350,000 compounds, 0.53% hits | AID 686996;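 active = mean inhibition across replicates at least about 35%, with every replicate also reaching that limit, limit read from the data; inconclusive = only one of the two criteria met; inactive = neither criterion met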;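 also: 0% = median of neutral control wells and 100% = no fluorescence left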
Target sequence (P55212 24-179 limits assumed): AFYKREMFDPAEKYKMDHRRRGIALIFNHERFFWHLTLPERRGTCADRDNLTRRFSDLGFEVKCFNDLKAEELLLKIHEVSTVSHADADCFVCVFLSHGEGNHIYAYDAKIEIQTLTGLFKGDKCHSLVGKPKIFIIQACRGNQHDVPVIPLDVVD
Target sequence (P55212 194-293 limits assumed): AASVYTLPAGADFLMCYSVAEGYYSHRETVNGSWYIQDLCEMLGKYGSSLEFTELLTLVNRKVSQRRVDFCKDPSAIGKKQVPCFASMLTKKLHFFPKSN
DENV2 CPE = inhibitors of DENV2 cytopathic effect; DENV2-infected cells, cytopathic effect rescue, plate reader; CPE inhibition, % at 9.99 µM; 350,000 compounds, 1.7% hits; AID 651640; in the data active = CPE inhibition above about 20%, passing the limit was not always enough; inconclusive = no clear call, values can overlap the other calls; tested in BHK-21 cells;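 also: 0% = median of neutral control wells and 100% = median of positive control wells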
The depositor's hits bear a star; u = inconclusive; x = not tested or not shown.

Structure	E-sel inducer	CASP6 VEID inh	GSIS activator	RAD54 inh	Xi reactivation	CFTR F508del cor	DENV2 CPE	RAD52 anneal inh
Cc1ccc(C(=O)NNC(=O)c2ccc3ncccc3c2)cc1	2.2	31.1	3.3	x	-0.2	3.5	-3.2	-16.9
OCC(CCc1c[nH]c2ccccc12)c1c[nH]c2ccccc12 (centres undefined)	0.6	15.1	-6.7	x	-0.1	2.7	-3.5	-2.9
CC(C)NC(=O)C(=O)N/N=C/c1ccco1	x	1.1	3.5	-2.7	x	-0.9	0.5	-17.5
O=C(CN(c1cccc(Cl)c1)S(=O)(=O)c1ccccc1)NN=C1CCCC1	x	-1.7	0.8	9.2	0.2	x	2.5	-6.3
CO[C@H]1CN(C)C(=O)c2cc(NC(=O)c3ccc(F)cc3)ccc2OC[C@@H](C)N(C(=O)CC2CC2)C[C@H]1C	0.0	x	-8.7	x	0.2	-2.3	x	x
C/C(=N\NS(=O)(=O)c1ccc(C)c([N+](=O)[O-])c1)c1cccs1	-0.9	2.1	-2.9	-11.3	0.0	-2.0	-2.8	-2.8
CCN(C(=O)CSc1nc2ccccc2c(=O)n1CCOC)C1CCS(=O)(=O)C1 (centres undefined)	-1.2	0.5	4.8	3.9	0.5	-2.2	6.2	-14.4
Cn1cc(C(=O)N2CCCCC2)c(=O)c2cc(S(=O)(=O)N3CCCC3)ccc21	x	-8.8	28.4	-8.8	0.1	1.3	5.8	-6.3
CCCC(=O)Nc1ccc2c(c1)OC[C@H](C)N(Cc1nccs1)C[C@@H](C)[C@H](OC)CN(C)C2=O	1.1	x	3.3	x	-0.4	-2.3	x	x
O=C(Cc1ccc(NC(=O)C2CCCN(C(=O)C3CCCC3)C2)cc1)Nc1cccc(C(=O)N2CCCC2)c1 (centres undefined)	-0.1	5.5	-9.1	-9.2	0.0	-1.4	15.8	-70.2
C[C@H](CO)N1C[C@H](C)[C@H](CN(C)Cc2ccc(C(F)(F)F)cc2)OCCCC[C@H](C)Oc2ccc(NC(=O)CCC(F)(F)F)cc2C1=O	0.6	0.3	-13.4	-4.0	0.4	-1.4	9.3	-25.6
CC(=O)NCCNc1nc2c(-c3cccc(C)c3)nnn2c2ccccc12	10.2	-2.0	-13.0	-1.3	0.0	-0.2	2.4	-0.4
O=C(C[C@@H]1CC[C@H](NC(=O)c2ccccc2)[C@H](CO)O1)Nc1ccc(-c2ccccc2)cc1	-0.7	2.1	-15.2	-10.1	-0.1	-0.8	-5.9	14.2
CCOCCCN(C(=O)Cn1nnc(-c2ccc(OC)c(OC)c2)n1)C(C(=O)NCC1CCCO1)c1ccc(F)cc1 (centres undefined)	-0.1	1.8	4.5	-8.1	0.0	1.2	1.3	-24.1
O=C(CSc1nc2[nH]ncc2c(=O)[nH]1)NCc1ccc(F)cc1	-1.2	-4.1	x	6.9	0.7	-1.8	u	-9.2
O=C(Cn1ccccc1=S)c1ccc(Cl)c(Cl)c1	1.5	-1.8	35.5	2.5	-0.1	-0.5	2.5	-10.0
COc1ccccc1C(O)c1ncc(-c2cccc3ccccc23)[nH]1 (centres undefined)	-0.1	-1.2	x	4.3	0.2	-4.2	1.7	-13.7
COc1ccccc1NC(=O)c1c(C)cc(=O)oc1C	x	1.4	-3.8	-6.2	x	-1.4	9.0	-3.7
O=C(NCC(F)(F)F)[C@@H]1[C@@H](CO)[C@@H]2Cn3c(cccc3=O)[C@H]1N2CC1CCOCC1	0.1	1.7	17.3	2.6	0.1	x	0.6	-9.3
COC(=O)c1cc(=O)n(Cc2ccc(F)cc2)c(=NCc2ccc(F)cc2)s1	-0.3	-0.6	-0.5	x	0.0	0.9	1.4	-20.7
CN(/N=C/c1ccncc1)c1cnc2ccccc2n1	3.7	8.5	9.6	x	0.0	-1.9	2.6	-4.6
COC(=O)[C@H]1C[C@H](OC(=O)NCc2ccco2)[C@@]2(O)CN(S(=O)(=O)c3ccc(C)cc3)CC2[C@H]1C(=O)OC (some centres undefined)	x	2.2	28.0	-1.5	-0.2	-0.6	-2.6	1.8
O=C(OCc1c(-c2ccccc2)ncc2ccccc12)c1ccc(Cl)cc1Cl	0.0	1.5	5.3	-2.6	-0.1	-1.3	12.5	-14.1
CC(C)CCN1CCN(Cc2cc(F)ccc2-n2cccn2)CC1CCO (centres undefined)	x	-4.5	-25.5	x	0.0	2.6	1.4	5.0
CC(C)C(=O)COc1c2occc2cc2ccc(=O)oc12	x	-0.9	7.3	0.5	x	-3.0	5.8	14.3

4 entries from above, as labelled records:
O=C(Cn1ccccc1=S)c1ccc(Cl)c(Cl)c1
  E-sel inducer = 1.5; CASP6 VEID inh = -1.8; GSIS activator = 35.5; RAD54 inh = 2.5; Xi reactivation = -0.1; CFTR F508del cor = -0.5; DENV2 CPE = 2.5; RAD52 anneal inh = -10.0
CO[C@H]1CN(C)C(=O)c2cc(NC(=O)c3ccc(F)cc3)ccc2OC[C@@H](C)N(C(=O)CC2CC2)C[C@H]1C
  E-sel inducer = 0.0; CASP6 VEID inh = x; GSIS activator = -8.7; RAD54 inh = x; Xi reactivation = 0.2; CFTR F508del cor = -2.3; DENV2 CPE = x; RAD52 anneal inh = x
COc1ccccc1C(O)c1ncc(-c2cccc3ccccc23)[nH]1 (centres undefined)
  E-sel inducer = -0.1; CASP6 VEID inh = -1.2; GSIS activator = x; RAD54 inh = 4.3; Xi reactivation = 0.2; CFTR F508del cor = -4.2; DENV2 CPE = 1.7; RAD52 anneal inh = -13.7
Cc1ccc(C(=O)NNC(=O)c2ccc3ncccc3c2)cc1
  E-sel inducer = 2.2; CASP6 VEID inh = 31.1; GSIS activator = 3.3; RAD54 inh = x; Xi reactivation = -0.2; CFTR F508del cor = 3.5; DENV2 CPE = -3.2; RAD52 anneal inh = -16.9

(more compounds)
Structure	E-sel inducer	CASP6 VEID inh	GSIS activator	RAD54 inh	Xi reactivation	CFTR F508del cor	DENV2 CPE	RAD52 anneal inh
CC(C)NC(=O)N(C)C[C@@H]1Oc2ccc(NS(=O)(=O)c3cn(C)cn3)cc2CC(=O)N([C@@H](C)CO)C[C@@H]1C	3.4	-0.4	16.8	5.0	0.0	-2.0	-6.2	-8.6
CC(=O)Nc1ccc(NC(=O)C(C)OC(=O)C2(c3ccccc3F)CCCC2)cc1 (centres undefined)	-0.4	-0.6	11.3	2.9	0.3	-1.1	1.7	1.4
CNC(=O)C[C@H]1C(=O)N(Cc2ccccc2)C[C@@H]1Cc1ccccc1	-0.1	-2.5	15.9	x	0.1	-4.0	-5.3	-11.2
OCCNCCCCOc1ccc(OCc2ccccc2)cc1	x	1.8	6.6	10.9	0.0	-0.6	-6.8	-10.4
CCCNC(=O)C1(C)CCN1C(=O)c1ccc(C(C)(C)C)cc1 (centres undefined)	0.2	4.6	-15.9	11.3	0.1	-4.0	-11.2	-6.1
C[C@H](CO)N1C[C@H](C)[C@H](CN(C)Cc2ccc(F)cc2)Oc2ncc(-c3ccccc3)cc2C1=O	1.1	-0.3	-18.8	0.6	-0.4	1.7	8.5	-4.1
N#C[C@@H]1[C@H](c2ccccc2C2=CCCC2)[C@H](CO)N1C(=O)C1CCCC1	-0.1	x	-8.6	x	0.1	-1.7	-2.5	2.3
Cn1cccc1C(=O)OCC(=O)N1CCc2ccccc2C1	-0.1	3.7	4.0	-2.6	0.3	1.1	3.8	-13.2
C[C@H](O)C#Cc1ccc2c(c1)O[C@H](CN(C)Cc1cccnc1)[C@H](C)CN([C@H](C)CO)S2(=O)=O	-0.3	-2.8	2.5	5.2	0.0	-2.3	9.4	-2.4
Cc1noc(/C=C/N(C)C)c1S(=O)(=O)N1CCC(C(=O)Nc2ccc(Cl)cc2)CC1	x	2.2	5.9	-11.3	0.0	-3.4	0.1	-283.4
O=C1CCC/C=C\C[C@@H](CC(=O)N(CCO)Cc2ccccc2)C(=O)N[C@H](c2ccccc2)CO1	-0.1	-3.1	2.9	-2.3	0.0	-0.3	x	-3.0
Cc1ccc(S(=O)(=O)NC(=O)c2ccccc2F)cc1	1.2	-1.0	-5.7	-11.7	0.1	1.5	-6.5	-9.5
NC(=O)NC(=O)COC(=O)CCCCCNS(=O)(=O)c1ccc2c(c1)OCCO2	-0.1	-4.6	-9.4	x	-0.1	1.7	-5.4	-1.6
COc1ccc2c3c([nH]c2c1)[C@@H](CO)N(S(C)(=O)=O)CC31CCN(C(=O)CN(C)C)CC1	-0.3	x	-4.0	x	0.3	1.0	-3.9	x
CCC(=O)N[C@H]1CC[C@H](CC(=O)NCc2ccc(OC)cc2)O[C@@H]1CO	-0.4	-0.5	21.3	-0.8	0.2	-1.2	3.0	-7.0
O=C(OCc1ccccc1C(F)(F)F)c1cc([N+](=O)[O-])ccc1N1CCOCC1	-0.1	-0.1	x	-0.5	0.4	0.6	8.8	2.4
O=C(Nc1ccc(O)c2c(=O)cc(-c3cccc(Cl)c3)oc12)c1cccc(Cl)c1	-0.1	x	x	5.1	0.7	2.4	17.3	-2.3
C[C@@H]1CN([C@H](C)CO)C(=O)c2cc(NS(C)(=O)=O)ccc2O[C@@H]1CN(C)S(=O)(=O)c1ccc(Cl)cc1	0.0	x	3.0	x	0.1	-0.5	x	x
CNC(=O)c1c(NC(=O)c2ccc(S(=O)(=O)N3CCCC3)cc2)sc2c1CCN(C(C)C)C2	0.5	-2.5	7.6	x	0.3	-0.5	-4.9	-56.7
O=C(C[C@@H]1CC[C@@H](NC(=O)CC2CC2)[C@@H](CO)O1)NCc1ccccc1	0.6	1.5	16.4	x	-0.4	-0.8	-1.9	12.2
CCCNC(=O)C[C@@H]1CC[C@@H]2[C@H](COC[C@H](O)CN2C(=O)Nc2ccc3c(c2)OCO3)O1	0.1	-2.1	-2.1	-5.3	0.3	-0.4	-0.7	-6.7
COc1ccc(CN(C)C[C@H]2Oc3ccc(NC(=O)c4ccncc4)cc3CC(=O)N([C@H](C)CO)C[C@H]2C)cc1	0.2	-3.9	-1.2	-0.6	0.1	1.4	0.4	0.3
COc1ccc(NC(=O)c2cccc3c2C(=O)c2ccc(-c4cnc(OC)nc4)cc2S3(=O)=O)cc1	1.7	3.1	x	3.6	0.0	2.2	-12.5	0.6
C=CC[C@]1(C(=O)NCC(O)CO)N=C(c2ccc(OCCCO)cc2)O[C@H]1c1ccccc1 (some centres undefined)	x	-0.2	x	0.9	x	1.2	1.8	-2.0
C[C@@H]1CN([C@@H](C)CO)C(=O)c2cc(NC(=O)Nc3cccc4ccccc34)ccc2O[C@@H](C)CCCCO[C@@H]1CN(C)Cc1ccncc1	-0.1	0.7	16.5	3.5	0.1	0.7	-4.7	9.1
O=C(Cc1ccc(Br)cc1)OCC(=O)N1CCOCC1	0.4	3.0	7.6	-3.3	0.0	2.4	-0.5	3.8
CC(=O)c1cccc(NC(=O)CSc2nnnn2C2CCCC2)c1	x	3.7	2.2	-2.0	0.1	-3.0	-1.3	-15.0
